CRE Fsk mod: CRE-bla signaling modulation under forskolin stimulation; 2.5% of 71,000 active; Potency, µM (doses to about 38.2 µM), for the others: at the top dose activity change, negative = inhibition, hits mostly activators; CHO CRE-bla reporter (cAMP response element driving beta-lactamase), forskolin EC10, beta-lactamase ratio; AID 662; active = well fitted activation curve with a large enough effect in the signal ratio, with a control signal flat, not every such curve was filed as active; inconclusive = small, poorly fitted or top-dose-only effect, or effect the other way, or a change in a side signal; the % refers to the signal ratio; note: potency is the fitted concentration of half-maximal effect; % of control where 0% means no effect
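Beta-lactamase reporter under a cAMP responsive element in CHO cells; compounds tested in titration series against EC10 NKH 477, 3 h at 37 °C. Read-out: CCF4 FRET ratio 460nm/530nm (excitation 405nm) giving %Activity, fitted to AC50.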
HADH2 inhib: inhibitors of human HADH2 dehydrogenase. Q99714. recombinant HADH2, NADH fluorescence, beta-hydroxybutyryl-CoA. Potency, µM (series often up to 57.1 µM), for inactives: at the highest dose activity change, negative = inhibition, actives largely listed as inhibitors. 3.4% of 73,000 active. AID 886; note: potency is the fitted concentration of half-maximal effect; % is set by controls: 0 for no effect and ±100 for the full control effect; nearly all actives have a fitted effect of over 60% in size; many of its hits are not listed in these tables
Target sequence (Q99714 whole entry, looked up, one chain of several): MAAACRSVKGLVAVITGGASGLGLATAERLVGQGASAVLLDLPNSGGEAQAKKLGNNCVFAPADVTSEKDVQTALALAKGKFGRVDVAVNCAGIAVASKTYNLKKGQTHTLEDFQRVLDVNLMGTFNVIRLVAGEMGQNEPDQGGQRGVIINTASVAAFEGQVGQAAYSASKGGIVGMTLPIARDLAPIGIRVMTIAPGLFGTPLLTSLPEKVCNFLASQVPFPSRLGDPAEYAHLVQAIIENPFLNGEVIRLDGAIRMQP
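NADH fluorescence (ex 360/em 450 nm) read every 30 s for 4 min; activity taken as last-minus-first time point difference. Enzyme 20 nM, NAD+ 1 mM, beta-hydroxybutyryl-CoA 90 uM, pH 9.0 Tris buffer.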
DNA Pol III inh: DNA polymerase III holoenzyme inhibition | Potency, µM (doses to about 57.1 µM), inactives show at the highest dose activity change, negative = inhibition | reconstituted DNA polymerase III holoenzyme replication, biochemical | AID 603 | 0.25% of 71,000 active; note: potency is the fitted concentration of half-maximal effect; % is set by controls: 0 for no effect and ±100 for the full control effect
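Reconstituted *E. coli* holoenzyme (0.35 nM Pol III, 1 nM beta, 154 nM SSB, 2 nM primase) was preincubated with compound for 15 min at RT. Synthesis on 1.4 nM ssM13Gori ran 35 min, then was stopped with PicoGreen/EDTA and read as dsDNA fluorescence.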
HBB splice mod: hemoglobin beta splicing modulation; HBB splicing reporter cell assay, activation; EGFP reporter with mutant IVS2-654 intron; response scale: normalised to 500 nM splice-correcting PNA; Potency, µM (series often up to 46.1 µM), inactives show at the highest dose activation, hits mostly activators; 0.06% of 65,000 active; AID 925; note: potency is the fitted concentration of half-maximal effect; 0% is about no effect
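HeLa cells stably expressing EGFP interrupted by mutant beta-globin intron 2 (IVS2-654), 500/well in 2% FCS. Treated with compound for 2 days at 37C. Splicing correction scored as total well GFP intensity (488 nm excitation, 500-520 nm emission); 500 nM antisense PNA served as control.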
Rhodamine autofl: compound autofluorescence in rhodamine spectral region; 0.05% of 59,000 active; AID 594; Rhodamine-region fluorescence, 547/598 nm, Tris buffer; stronger effect = higher value; max dye-equivalent concentration, M; in the data active = max dye-equivalent concentration above about 11 nM; inconclusive = between about 1.1 nM and that limit
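A six-point rhodamine series on each plate calibrates the signal. Compounds sit in 100 mM Tris (pH 8.0) for 15 min at ambient temperature before imaging through 547 nm/598 nm filters.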
Hsp90 Hop PPI: changes Hsp90-Hop TPR2A binding signal, up or down | AlphaScreen TPR2A-His6 binding biotin-Hsp90 C-terminal peptide | Potency, µM (top dose mostly 57 µM), without a hit: top-dose activity change, negative = inhibition | 0.44% of 71,000 active; active = well fitted curve in either direction with a large enough effect; inconclusive = small, poorly fitted or top-dose-only effect, or another doubt; note: potency is the fitted concentration of half-maximal effect; % is set by controls: 0 for no effect and ±100 for the full control effect; many of its hits are not listed in these tables
Tau filament bind: tau filament binding | P10636 | recombinant tau filaments, thioflavin S fluorescence, 15 h; filaments grown with octadecylsulfate alongside compound | Potency, µM (titrated, usually from 57.1 µM), inactives show top-dose activity change, negative = inhibition | 2% of 71,000 active;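 note: potency is the fitted concentration of half-maximal effect; % is set by controls: 0 for no effect and ±100 for the full control effect; actives lower thioflavin S fluorescence by blocking filaments or displacing dye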
Target sequence (P10636 whole entry, looked up): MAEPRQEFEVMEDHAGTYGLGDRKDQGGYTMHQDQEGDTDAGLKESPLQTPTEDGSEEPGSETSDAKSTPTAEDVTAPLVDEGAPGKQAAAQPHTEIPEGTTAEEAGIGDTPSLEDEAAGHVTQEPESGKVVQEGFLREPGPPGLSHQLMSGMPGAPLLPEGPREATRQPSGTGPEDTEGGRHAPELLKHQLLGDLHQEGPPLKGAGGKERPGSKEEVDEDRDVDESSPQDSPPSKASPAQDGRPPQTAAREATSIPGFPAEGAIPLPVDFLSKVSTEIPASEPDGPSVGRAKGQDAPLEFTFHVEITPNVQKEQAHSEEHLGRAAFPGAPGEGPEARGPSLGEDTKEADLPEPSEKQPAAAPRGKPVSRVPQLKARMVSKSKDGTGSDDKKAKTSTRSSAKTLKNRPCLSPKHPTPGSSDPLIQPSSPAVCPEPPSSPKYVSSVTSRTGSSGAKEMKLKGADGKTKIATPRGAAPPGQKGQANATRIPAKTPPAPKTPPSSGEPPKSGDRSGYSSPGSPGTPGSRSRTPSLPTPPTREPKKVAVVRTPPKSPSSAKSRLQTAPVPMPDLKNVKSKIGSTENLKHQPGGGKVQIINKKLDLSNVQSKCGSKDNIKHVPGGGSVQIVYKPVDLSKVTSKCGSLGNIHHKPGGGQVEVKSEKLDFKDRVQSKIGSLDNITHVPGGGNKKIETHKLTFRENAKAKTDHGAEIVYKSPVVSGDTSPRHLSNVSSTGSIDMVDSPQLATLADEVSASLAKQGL
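Thioflavine S fluorescence (ex 450, em 510 nm) reports filaments formed from 1 uM human tau plus 30 uM ODS over 15 h at 37 C (10 mM HEPES pH 7.4, 100 mM NaCl, 5 mM DTT); compounds displacing dye or blocking filaments lower signal.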
15-hLO inh: blocks human 15-lipoxygenase activity; purified 15hLO-1, xylenol orange hydroperoxide absorbance; 1.4% of 74,000 active; Potency, µM (top dose mostly 57.1 µM), inactives show at the highest dose activity change, negative = inhibition, hits mostly inhibitors; P16050; note: potency is the fitted concentration of half-maximal effect; % is set by controls: 0 for no effect and ±100 for the full control effect; nearly all actives have a fitted effect of over 55% in size
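40 nM 15hLO-1 + cpd, 15 min RT; start w/ 50 uM AA (final), 6 min RT; stop/detect w/ 200 uM XO + 300 uM Fe(II) in 50 mM H2SO4, 30 min; A573/A405. Buffer 25 mM Hepes pH 7.5, 0.01% Triton X-100. No-enzyme wells as negative control.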
Luciferase inh: inhibitors of firefly luciferase; P08659; purified firefly luciferase, luminescence, 8 min; Potency, µM (doses to about 57.1 µM), without a hit: top-dose activity change, negative = inhibition, hits mostly inhibitors; 2.2% of 72,000 active; note: potency is the fitted concentration of half-maximal effect; % is set by controls: 0 for no effect and ±100 for the full control effect; nearly all actives have a fitted effect of over 40% in size
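Inhibition of light generation by firefly luciferase from ATP and luciferin was profiled with concentration-response curves per sample, ATP held at 10 uM within the enzyme's linear range. Plates were read by luminescence after an 8-minute ambient incubation.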
Texas Red fluor: compound fluoresces in the Texas Red spectral region. Compound fluorescence, Texas Red channel, 547/618 nm; stronger effect = higher value. max dye-equivalent concentration, M. 0.06% of 59,000 active. AID 587; in the data active = max dye-equivalent concentration above about 10 nM; inconclusive = between about 1.1 nM and that limit
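qHTS profiling of intrinsic compound fluorescence; 100 mM Tris pH 8.0; 15 min RT; ex 547 / em 618 nm; response expressed as Texas Red dye-equivalent concentration from six-point plate standard.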
ERK AVP block: blocks ERK signaling stimulated by vasopressin | HEK293-V1b, vasopressin-stimulated pERK AlphaScreen | Potency, µM (series often up to 57.5 µM), for the others: top-dose activity, negative = inhibition, actives largely listed as inhibitors | 0.99% of 72,000 active | AID 995; note: potency is the fitted concentration of half-maximal effect; % is set by controls: 0 for no effect and ±100 for the full control effect; nearly all actives have a fitted effect of over 55% in size
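qHTS, compounds titrated on V1b-expressing HEK293 cells. Preincubation 30 min at 37C, vasopressin 25 nM for 5 min, lysis 10 min, bead incubation 5 hr at room temperature.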
An asterisk follows results filed as active; i = inactive; ? = inconclusive; . = no result given; [ ] = remark or other dose. Unless noted, calls come from the whole dose curve; as a rule, active = well fitted curve in the direction sought with a large enough effect; inconclusive = small, poorly fitted or top-dose-only effect, or another doubt; inactive = no such curve, though single readings can be large; an effect the other way counts as inactive or inconclusive. These rows are one share of the data (hit frequency here may not be typical).

SMILES	CRE Fsk mod	HADH2 inhib	DNA Pol III inh	HBB splice mod	Rhodamine autofl	Hsp90 Hop PPI	Tau filament bind	15-hLO inh	Luciferase inh	Texas Red fluor	ERK AVP block
CCOc1ccc(N2C(=O)CC(N3CCOCC3)C2=O)cc1 (stereo not given)	0%	1%	-7%	-0.3%[57.5 µM]	i	-2%	-3%	20%	4%	i	?
COc1cc2[nH]c(=O)c(C(=O)NCCCN3CCCCC3)c(O)c2cc1OC	10%	-2%	-7%	-0.1%[57.5 µM]	i	-6%	421%	?	-2%	i	-10%
CCCNC(=O)C(Cc1ccccc1)NS(=O)(=O)c1ccc2c(c1)CCC(=O)N2 (stereo not given)	-1%	0%	-2%	0.6%	.	-4%[2.3 µM]	-22%	-2%	3%	.	6%
Cc1ccc(S(=O)(=O)c2nc(-c3ccco3)oc2SCC(=O)NCC2CCCO2)cc1 (stereo not given)	-18%	-20%	2%	-2.0%	i	-5%	0%	?	-1%	i	16%
CCc1cc2c(-c3ccccc3)cc(=O)oc2c(CN2CCOCC2)c1O	?	-2%	4%	1.2%[57.5 µM]	i	0%	8%	-6%	2%	i	1%
CCC(C)(C)c1ccc(Oc2cccc(C(=O)O)c2)cc1	2%[7.6 µM]	20%[11.4 µM]	-10%[11.4 µM]	3.8%[9.22 µM]	i	?	-6%[11.4 µM]	1%[11.4 µM]	1%[11.4 µM]	i	10%[11.5 µM]
Cc1cc(C)nc(-n2nc(C)c(Oc3ccccc3O)c2C)n1	?	4%	-3%	0.9%	.	-3%	20%	2%	-14%	.	-22%
CCN(CC)CCNC(=O)c1ccc(N2CCCCC2)c(NS(=O)(=O)c2ccc(C)cc2)c1	-25%	-4%	3%	-1.0%	i	-1%	41%	-9%	1%	i	19%
CC1(C)CC(NC(=O)C23CCC(C)(C(=O)C2)C3(C)C)CC(C)(C)N1 (stereo not given)	-1%	1%	-2%	0.3%[9.22 µM]	.	-1%	-2%	2%	-1%	.	-2%
O=S(=O)(Nn1cnnc1)c1ccccc1Cl	-14%	?	0%	-2.2%	i	-3%	2%	5%	-33%	i	18%
O=C(Nc1ccc(N2CCN(C(=O)c3ccco3)CC2)cc1)c1ccc2c(c1)OCO2	-9%	-12%	4%	-0.2%	i	-6%	1%	-7%	1%	i	-9%
COC(=O)[C@@]1(Cc2ccc(F)cc2)[C@H]2c3cc(C(=O)N(C)C)n(Cc4cc(C)n(C)n4)c3C[C@H]2CN1C(=O)c1ccccc1	?	2%	19%	1.2%	.	-8%	10%	.	.	.	21%
CCN(CCCNC(=O)c1cn(CC)c2ccc(S(=O)(=O)N(C)C)cc2c1=O)c1cccc(C)c1	?	-17%	3%	-3.0%	i	-11%	15%	11%	1%	i	6%
COc1cccc(Cn2c(=O)cnc3cnc(N4CCOCC4)nc32)c1	?	-1%	-6%	1.8%	i	3%	1%	-11%	0%[11.4 µM]	i	?
Clc1ccc(OCc2nn3c(C4CCCCC4)nnc3s2)c(Cl)c1	?	-17%	-4%	2.0%[0.369 µM]	i	-1%	34%	11%	4%	i	?
CCCC(=O)NCCc1c2n(c3ccc(OC)cc13)Cc1ccccc1-2	?	25µM*	2%	-0.5%	i	-15%	6%	-25%	-8%	i	?
Fc1ccc(N2CCN(C(c3cccs3)c3nnnn3CCc3ccccc3)CC2)cc1 (stereo not given)	?	3%	3%	.	i	3%	-1%	-1%	-3%	i	2%
COc1cc(CC(=O)Nc2ncc(C)s2)cc(OC)c1OC	?	4%	-2%	-1.0%	i	-2%	-8%	-1%	-4%	i	-3%
Cn1c(=O)n(C)c2cc(C(=O)Nc3ccc4c(c3)OCO4)ccc21	?	-3%	-3%	1.5%	i	-5%	7%	-12%	-25%	?	-15%
Cn1c(Cn2c(=O)sc3ccccc32)nnc1SCc1ccccc1	0%	-4%	-4%	-0.1%	.	-2%	2%	8%	-2%	.	-14%
CCn1c(CSc2ncccn2)nnc1SCC(=O)N1CCc2ccccc21	-7%	7%	-2%	-0.5%[57.5 µM]	i	-5%	-12%	-4%	1%	i	-2%
Cn1c(SCC(=O)N2CCN(c3ccccc3)CC2)nnc1-c1cc2ccccc2o1	-8%	-3%	-4%	-0.2%	i	-1%	-7%	-2%	1%	i	?
O=C(Cc1ccc(-n2c(=O)[nH]c3ccccc3c2=O)cc1)N1CCN(c2ccccc2)CC1	?	?	-4%	-0.3%	i	-8%	2%	5%	-1%	i	-1%
COc1cc(-c2nnc(Cn3cc(C(F)(F)F)ccc3=O)o2)cc(OC)c1OC	?	8%	-6%	0.5%[57.5 µM]	i	-3%	-8%	3%	1%	i	14%
O=C(O)C1C2C=CC3(CN(CC(O)COc4ccccc4)C(=O)C13)O2 (stereo not given)	-4%	1%	-5%	-1.3%	.	-3%	3%	4%	1%	.	-22%

Additional results follow.
SMILES	CRE Fsk mod	HADH2 inhib	DNA Pol III inh	HBB splice mod	Rhodamine autofl	Hsp90 Hop PPI	Tau filament bind	15-hLO inh	Luciferase inh	Texas Red fluor	ERK AVP block
CN(C(=O)c1cccnc1)c1nnc(-c2cccnc2)s1	-2%	21%	-2%	.	i	-1%	14%	6%	2%	i	-9%
CCC(=O)N1c2ccc(S(=O)(=O)CCC(=O)Nc3nccs3)cc2CC1C (stereo not given)	?	-1%	-2%	1.1%	i	1%	11%	1%	-2%	i	-4%
Cn1nnnc1CCOCCc1nnnn1C	-2%	4%	-2%	1.6%[57.5 µM]	i	4%	1%	5%	2%	?	0%
Cc1ccc(C)c2[nH]c(=O)c(CN(CC3CCCO3)S(=O)(=O)c3ccc4c(c3)OCCO4)cc12 (stereo not given)	2%	193%[activator]	-4%	0.1%[57.5 µM]	i	-4%	-7%	15%	2%	i	-19%
N#CCCCSc1nnc(CSc2nc3ccccc3s2)n1-c1ccccc1	?	1%	1%	-2.5%	i	-5%	11%	-11%	-1%	i	25µM*
COCCCNC(=O)C1C2C=CC3(CN(Cc4ccc(C)cc4)C(=O)C13)O2 (stereo not given)	-19%	6%	-10%	0.5%	i	0%	2%	1%	4%	i	-4%
CN(C)CCCCCCN(C)C	-7%	5%	-5%	-1.2%	.	?	-4%	3%	.	.	19%
Cc1nc2nc(C)c(CCC(=O)N3CCc4ccccc43)c(C)n2n1	?	-1%	-2%	2.4%	i	-14%	14%	20%	0%	i	-13%
COc1ccc2[nH]c(=O)c(CN(C(C)=O)c3cccc(C)c3)cc2c1	?	2%	-3%	.	i	-4%	11%	-10%	1%	i	-8%
CCOC(=O)N1CCC(Nc2c(NCCN3CCN(Cc4ccccc4)CC3)c(=O)c2=O)CC1	?	4%	-7%	-1.3%	i	-2%	7%	-2%	1%	i	0%
CCn1c(SCC(=O)OC(C)C)nnc1-c1cccc(Cl)c1	?	9%	2%	-0.4%	i	-5%	-1%	0%	5%	?	9%
CC(C)(C)c1ccc(OCC(=O)O)cc1	-3%	2%	8%	-0.8%	i	0%	1%	-31%	-9%	i	9%
CCCc1nc2oc3c(NCCN4CCOCC4)ncnc3c2c2c1CCCC2	0.79µM*	-1%	-3%	-0.6%[0.369 µM]	i	-9%	23%	6%	2%	?	-13%
CCCCOC(=O)COc1ccc(Cl)cc1Cl	-13%	-5%	0%	-0.7%	.	26%	2%	-1%	.	.	39%
CCOC(=O)C1CCCN(c2ncnc3c2[nH]c2cccc(OC)c23)C1 (stereo not given)	?	32µM*	-7%	-1.5%[57.5 µM]	i	-4%	-2%	-16%	-4%	i	?
NC(=O)CSc1nnc(COc2ccccc2)n1CCc1ccccc1	3%	2%	2%	0.4%	i	0%	5%	0%	0%	i	9%
ON(CCc1ccccn1)Cc1ccccc1	5%[7.6 µM]	-7%[11.4 µM]	4%[11.4 µM]	2.6%[9.22 µM]	i	-1%[11 µM]	1%[11.4 µM]	-16%[11.4 µM]	1%[11.4 µM]	i	-12%[11.5 µM]

2 successive entries from above, quoted:
SMILES	CRE Fsk mod	HADH2 inhib	DNA Pol III inh	HBB splice mod	Rhodamine autofl	Hsp90 Hop PPI	Tau filament bind	15-hLO inh	Luciferase inh	Texas Red fluor	ERK AVP block
NC(=O)CSc1nnc(COc2ccccc2)n1CCc1ccccc1	3%	2%	2%	0.4%	i	0%	5%	0%	0%	i	9%
ON(CCc1ccccn1)Cc1ccccc1	5%[7.6 µM]	-7%[11.4 µM]	4%[11.4 µM]	2.6%[9.22 µM]	i	-1%[11 µM]	1%[11.4 µM]	-16%[11.4 µM]	1%[11.4 µM]	i	-12%[11.5 µM]
